Assay outcomes: PubChem BioAssay, several laboratories
PMI activator: activators of human phosphomannose isomerase | P34949 | purified human PMI, coupled resazurin fluorescence, 20 min; stronger effect = higher value; 1 = vehicle control, 0 substrate-free wells | activation factor at 20 µM | 190,000 compounds, 0.005% hits;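 active = activation factor of 2 or more at 20 µM, relative to plate controls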
PPARg SRC-3 ag: PPARgamma-driven SRC-3 recruitment agonism | P37231 | biochemical PPARgamma/SRC-3 coactivator recruitment assay | activation, % at 8 µM | 200,000 compounds, 0.26% hits | AID 731; in the data active = activation above about 23%;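 also: 0% = DMSO and 100% = reference agonist; some compounds past the cut are filed as inactive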
PPARg SRC-2 ag: PPARgamma-driven SRC-2 recruitment agonism; P37231; PPARgamma LBD-SRC-2 recruitment, biochemical; activation, % at 8 µM; 200,000 compounds, 0.34% hits; AID 1032; in the data active = activation above about 22%;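 also: 0% = vehicle and 100% = reference agonist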
ROMK primary: human ROMK K+ channel modulation, primary screen | P48048 | Tet-inducible ROMK, thallium flux fluorescence; actives lie on both sides | B-score at 10 µM | 130,000 compounds, 2% hits;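 active = signal ratio slope over the read window, or its plate-corrected B-score, at least 3 SD from the plate mean, either direction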;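 also: B-score of the F/F0 ratio slope over 7 to 12 s after thallium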
G6PDH counter: inhibits Leuconostoc G6PDH, flagging false hits in G6PDH-based assays; Purified L. mesenteroides G6PDH, diaphorase/resazurin coupled fluorescence, 45 min; inhibition, % at 5 µM; 200,000 compounds, 0.12% hits; in the data active = inhibition above about 50%
PMI act satM6P: increases human PMI activity with near-saturating mannose 6-phosphate. activation factor at 20 µM. AID 1216. P34949. 190,000 compounds, 0.34% hits. coupled PMI enzyme assay, resazurin fluorescence, 20 min; stronger effect = higher value; 1 = untreated enzyme, 0 = substrate-free blank;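 active = activation factor of 2 or more at 20 µM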
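Test system: Human PMI in coupled enzyme assay | Input: 15 ng/mL PMI | Medium: HEPES-buffered pH 7.4 with magnesium and detergent | Compound: One concentration, 20 µM, in 1% DMSO | Incubation: Enzyme reaction with compound 20 min at room temperature | Detection: Diaphorase-driven resazurin-to-resorufin fluorescence, excitation 544, emission 590 nm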
Diaphorase inh: diaphorase inhibition or chemical oxidation counter-screen. 190,000 compounds, 0.69% hits. diaphorase resazurin-to-resorufin fluorescence, NADH, 16 min; bacterial (C. kluyveri) enzyme, not human. inhibition, % at 20 µM. AID 1217;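 active = primary screen inhibition at 20 µM above a set limit, cut at about 50% in these data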;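 also: plate controls were DMSO with full reaction for no effect and wells lacking NADH for full effect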
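Assay system: diaphorase enzyme from Clostridium kluyveri. Quantity: enzyme working solution with 0.14 U/mL diaphorase. Schedule: reaction incubation of 16 min at room temperature. Technique: resorufin fluorescence, excitation 544 nm, emission 590 nm. Controls: No-NADH positive control and DMSO neutral control.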
Diaphorase act: activates diaphorase or chemically reduces, flagging diaphorase assay artifacts. 190,000 compounds, 0.005% hits. AID 1229. Diaphorase/resazurin coupled assay, resorufin fluorescence, 16 min; stronger effect = higher value; 1 = vehicle wells, 0 = NADH-free wells. activation factor at 20 µM;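 active = diaphorase activity raised at least twofold by the compound at 20 µM; inactive = activation factor below 2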
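Assay system: Purified diaphorase enzyme from Clostridium kluyveri | Amount: Enzyme 0.07 U/mL final | Dosing: Compound 20 µM once, DMSO 1% | Timing: 16 min reaction at room temperature | Detection: Fluorescence, excitation 544 nm and emission 590 nm | Evaluation: Higher resorufin formation from activation or reduction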
S1P3 antag: S1P3 (human) receptor antagonism; inhibition, % at 4.98 µM; Q99500; 170,000 compounds, 0.27% hits; CHO S1P3 NFAT-BLA reporter, FRET fluorescence, antagonist mode;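 active = inhibition above the plate cutoff, the mean inhibition of test wells on that plate plus 3 SD, cut at about 28% in these data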;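 also: cells challenged with S1P at its EC80 of 0.8 µM; blue over green emission ratio from cleaved BLA substrate after 4 h stimulation; 0% = S1P-stimulated wells and 100% = unstimulated DMSO-only wells; some compounds past the cut are filed as inactive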
SRC2 TRFRET art: TR-FRET artefact, counter-screen to PPARgamma/SRC-2 agonist assay; stronger effect = higher value; AID 1049; 200,000 compounds, 0.4% hits; TR-FRET ratio at 8 µM; in the data active = TR-FRET ratio above about 2000; also: inactives centre near 1500
PPARg SRC-1 ag: PPARgamma-driven SRC-1 recruitment agonism. PPARgamma-SRC-1 coactivator recruitment biochemical assay. activation, % at 8 µM. 200,000 compounds, 0.41% hits; in the data active = activation above about 19%;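 also: 0% = DMSO and 100% = reference agonist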
* marks the source's active call; other numbers are inactive results; . = no result given. Not a hit list, and some 3.3% of all compounds hit somewhere here.

SMILES | PMI activator | PPARg SRC-3 ag | PPARg SRC-2 ag | ROMK primary | G6PDH counter | PMI act satM6P | Diaphorase inh | Diaphorase act | S1P3 antag | SRC2 TRFRET art | PPARg SRC-1 ag
CC1CCCCC1NC(=O)CCCn1c(=S)[nH]c2ccccc2c1=O (stereo not given) | 1.1 | 7 | 6 | 0.57 | 11 | 1.1 | 2 | 1 | -10 | 1560 | 11
CC(=O)c1cn(CC(=O)NCC2CCCO2)c2ccccc12 (stereo not given) | 0.9 | -5 | 5 | -0.23 | 0 | 0.9 | 19 | 0.8 | -7 | 1412 | 7
COc1cc(/C=N/NC(=S)N/N=C/c2cc(OC)c(OC)c(OC)c2)cc(OC)c1OC | 1.1 | 0 | 4 | 0.22 | 14 | 1.1 | -8 | 1.1 | 0 | 1572 | 0
CCOc1ccc(C(=O)N2CCN(c3cccc(Cl)c3)CC2)cc1 | 0.8 | 1 | 6 | -0.95 | 3 | 0.9 | 26 | 0.7 | -12 | 1508 | -5
COc1cccc(Cn2cnc3c(NS(=O)(=O)c4cccc(Cl)c4Cl)c(C)c(C)cc32)c1 | 0.9 | -8 | 6 | . | -12 | 0.8 | 17 | 0.8 | . | 1629 | 8
CCC(=O)NCCc1nc2ccccc2n1CC | 0.9 | -6 | -7 | . | 2 | 0.9 | 10 | 0.9 | . | 1494 | -8
O=C(CN1CCN(Cc2ccccc2)C1=O)NCc1cccs1 | 0.9 | -3 | 0 | . | -1 | 1 | 29 | 0.7 | . | 1730 | 8
CCCC(=O)Nc1cccc(NC(=S)NC(=O)C(C)Oc2ccc(Cl)cc2Cl)c1 (stereo not given) | 0.8 | 5 | 5 | . | -21 | 1 | 8 | 0.9 | -45 | 1475 | 7
Cc1cccc(NC(=S)NCCN(C2CCCCC2)C2CCCC2)c1 | 1 | -1 | 10 | -0.88 | 4 | 1 | 12 | 0.9 | 4 | 1656 | 5
COc1ccc(CCNC(=O)CSc2n[nH]c(C)c2[N+](=O)[O-])cc1OC | 1.2 | -2 | -5 | 0.96 | 8 | 1.4 | 12 | 0.9 | 12 | 1536 | 0
Cn1c(=O)c2c(nc(NCC(O)CO)n2CCc2ccccc2)n(C)c1=O (stereo not given) | 0.9 | 5 | 4 | 0.12 | 6 | 0.9 | 17 | 0.8 | . | 1628 | 6
COc1ccc(CCNC(=O)C2(C)CCC(=O)N2CCC(C)C)cc1OC (stereo not given) | 1.1 | 1 | 0 | . | 4 | 1.1 | 7 | 0.9 | -3 | 1345 | -2
CSc1nnc(CSc2cc(C)nc(N(C)C)n2)o1 | 1 | -6 | -7 | . | 6 | 1 | 1 | 1 | 8 | 1533 | -5
CC(C(=O)Nc1ccccc1-c1ccccc1)N1CCOCC1 (stereo not given) | 1 | -5 | 1 | -0.017 | 5 | 1 | 17 | 0.8 | 2 | 1562 | 5
O=c1c2ccccc2[nH]c(=S)n1C1CCCCC1 | 0.9 | 0 | 8 | . | 7 | 0.9 | 15 | 0.9 | -2 | 1448 | -2
Cc1cnc(C)c(N(C)NC(=S)Nc2ccccc2)n1 | 1 | 4 | 2 | 0.27 | 2 | 1 | 8 | 0.9 | -1 | 1491 | 13
O=C(/C=C/c1cccc(Br)c1)NCc1ccncc1 | 1 | -1 | -1 | 0.017 | -2 | 1 | 18 | 0.8 | -15 | 1586 | 8
Cc1ccc(C(=O)N/C(=C/c2ccco2)C(=O)NCCc2c[nH]c3ccccc23)cc1 | 0.8 | 3 | 4 | -0.24 | 5 | 0.9 | 9 | 0.9 | -6 | 1693 | 0
COc1ccc2c(c1)O[C@H](c1ccc3c(c1)OCO3)[C@@H](OC(=O)Nc1cc(OC)c(OC)c(OC)c1)C2=O | 0.9 | -4 | -8 | 0.83 | 19 | 0.6 | 11 | 0.9 | 0 | 1402 | 1
CCOC(=O)N1CCN(C(=O)CCc2ccc(S(=O)(=O)NCCc3ccccc3)cc2)CC1 | 1.1 | 0 | -3 | . | 4 | 1.1 | -9 | 1.1 | 12 | 1535 | -5

4 of the compounds above, field by field.
> Cc1cnc(C)c(N(C)NC(=S)Nc2ccccc2)n1
  PMI activator = 1; PPARg SRC-3 ag = 4; PPARg SRC-2 ag = 2; ROMK primary = 0.27; G6PDH counter = 2; PMI act satM6P = 1; Diaphorase inh = 8; Diaphorase act = 0.9; S1P3 antag = -1; SRC2 TRFRET art = 1491; PPARg SRC-1 ag = 13
> O=C(/C=C/c1cccc(Br)c1)NCc1ccncc1
  PMI activator = 1; PPARg SRC-3 ag = -1; PPARg SRC-2 ag = -1; ROMK primary = 0.017; G6PDH counter = -2; PMI act satM6P = 1; Diaphorase inh = 18; Diaphorase act = 0.8; S1P3 antag = -15; SRC2 TRFRET art = 1586; PPARg SRC-1 ag = 8
> Cc1ccc(C(=O)N/C(=C/c2ccco2)C(=O)NCCc2c[nH]c3ccccc23)cc1
  PMI activator = 0.8; PPARg SRC-3 ag = 3; PPARg SRC-2 ag = 4; ROMK primary = -0.24; G6PDH counter = 5; PMI act satM6P = 0.9; Diaphorase inh = 9; Diaphorase act = 0.9; S1P3 antag = -6; SRC2 TRFRET art = 1693; PPARg SRC-1 ag = 0
> COc1ccc2c(c1)O[C@H](c1ccc3c(c1)OCO3)[C@@H](OC(=O)Nc1cc(OC)c(OC)c(OC)c1)C2=O
  PMI activator = 0.9; PPARg SRC-3 ag = -4; PPARg SRC-2 ag = -8; ROMK primary = 0.83; G6PDH counter = 19; PMI act satM6P = 0.6; Diaphorase inh = 11; Diaphorase act = 0.9; S1P3 antag = 0; SRC2 TRFRET art = 1402; PPARg SRC-1 ag = 1

(listing goes on)
SMILES | PMI activator | PPARg SRC-3 ag | PPARg SRC-2 ag | ROMK primary | G6PDH counter | PMI act satM6P | Diaphorase inh | Diaphorase act | S1P3 antag | SRC2 TRFRET art | PPARg SRC-1 ag
C=CCN(c1ccccc1)S(=O)(=O)c1ccc(Cl)c(C(=O)OCC(=O)NCCCN2CCCC2=O)c1 | 1.2 | 1 | -5 | 0.018 | 6 | 1.2 | 8 | 0.9 | -10 | 1576 | -8
C=CCSc1nc(-c2ccccc2)c2cc(Cl)ccc2n1 | 0.8 | -3 | 1 | . | -5 | 0.8 | 9 | 0.9 | . | 1552 | 4
C/C(CCc1ccc2c(c1)OCO2)=N\N=C(/N)SC1CC(=O)N(c2ccc(Cl)cc2)C1=O (stereo not given) | 0.8 | 15 | 1 | . | 0 | 0.9 | 30 | 0.7 | . | 1634 | 1
CC(Oc1ccccc1)C(=O)N=Nc1c(O)[nH]c2ccc([N+](=O)[O-])cc12 (stereo not given) | 1 | 7 | 14 | 0.61 | -3 | 1 | 24 | 0.8 | -12 | 1415 | 4
CCc1ccc(CN(C)CCc2ccccn2)cc1 | 0.8 | 0 | 11 | . | 23 | 0.9 | 19 | 0.8 | -4 | 1751 | 8
O=C(CNC(=O)c1ccc(Br)cc1)N/N=C/c1ccc[nH]1 | 0.9 | 4 | 0 | 0.42 | -5 | 0.6 | 22 | 0.8 | -3 | 1564 | -3
NC(=O)CSc1nc2ccccc2n1Cc1ccccc1 | 1 | 3 | -2 | -1.5 | 4 | 1 | 13 | 0.9 | -2 | 1413 | -1
Brc1ccc2[nH]ncc2c1 | 1 | 12 | 6 | . | 4 | 1 | -2 | 1 | -8 | 1685 | 5
Cc1cccc(-c2nsc(SCC(=O)c3ccc(Cl)cc3)n2)c1 | 0.8 | 1 | 8 | . | -10 | 0.9 | 13 | 0.9 | 0 | 1693 | 3
Cc1ccc(O)c(C2=Nc3ccccc3N=C(c3ccc([N+](=O)[O-])cc3)C2)c1 | 1 | -5 | -4 | . | 7 | 1.1 | -3 | 1 | -16 | 1464 | -4
CCOc1ccc(C(CCc2ccccc2)NC(=O)c2ccccc2OC)cc1OCC (stereo not given) | 0.9 | -3 | 0 | 0.28 | -3 | 1 | 9 | 0.9 | . | 1735 | 0
N#Cc1cccc(-n2nnnc2-c2ccc3c(c2)OCO3)c1 | 1 | 7 | -1 | . | -3 | 1 | 5 | 0.9 | . | 1601 | 3
COC(=O)c1ccc(CSc2nncn2N)cc1 | 0.9 | -3 | 2 | -0.35 | 8 | 0.9 | 8 | 0.9 | 3 | 1544 | -1
COc1ccc2c(CC(=O)NCc3cccs3)coc2c1 | 1 | 2 | 6 | 1.6 | 5 | 0.8 | 9 | 0.9 | -2 | 1369 | -7
CCn1c(=NC(=O)c2ccc(S(=O)(=O)N3CCOCC3)cc2)sc2cccc(OC)c21 | 1.1 | -2 | 0 | -0.53 | 6 | 1 | -8 | 1.1 | 16 | 1539 | 2
c1ccc(-c2noc(CN3CCN(c4cnccn4)CC3)n2)cc1 | 0.7 | -2 | -2 | 1.4 | 5 | 1 | 13 | 0.9 | 11 | 1494 | -2
O=C1N=C(c2ccccc2)S/C1=C\c1cccs1 | 1.4 | 10 | 8 | -0.78 | -3 | 1.7 | 27 | 0.7 | . | 1503 | -1
Cc1cc(NC(=O)CSc2nncn2-c2ccccc2)no1 | 1 | 0 | -4 | 0.79 | 10 | 1 | 14 | 0.9 | -4 | 1496 | -3
COC(=O)c1ccccc1NC(=O)NCc1cccnc1 | 0.8 | -3 | -3 | . | 3 | 0.9 | 7 | 0.9 | -22 | 1411 | -4
COCCNC(=O)CN(c1ccc(C)cc1)S(=O)(=O)c1ccccc1 | 1 | -4 | 5 | 0.18 | -5 | 1 | 10 | 0.9 | 14 | 1501 | 1
CC/C(C)=N/Nc1ccc(S(=O)(=O)N2CCCC2)cc1[N+](=O)[O-] | 1 | 3 | -1 | 0.94 | 10 | 0.9 | 17 | 0.8 | -11 | 1821 | 7
O=C(Nc1nnc(C2CCCC2)s1)C1CCC1 | 1 | 4 | 6 | . | 5 | 1 | 17 | 0.8 | 8 | 1640 | 2
Cc1c2cc(O)c(=O)cc-2oc2cc(O)c(O)cc12 | 0.5 | 27* | 16 | . | 18 | 0.7 | 80* | 0.2 | 7 | 1651 | 6
Cc1ccc(NC(=O)CCC(=O)N/N=C/c2cc([N+](=O)[O-])ccc2O)cc1 | 0.9 | 1 | -1 | -0.37 | 1 | 1.2 | 47 | 0.5 | -12 | 1472 | -1
Oc1ccccc1Cn1c(-c2ccccc2O)nc2ccccc21 | 0.9 | 0 | -2 | -0.79 | 3 | 1 | 16 | 0.8 | -8 | 1466 | 3
c1ccc(Oc2cccc(CN3CCOCC3)c2)cc1 | 1 | 9 | 4 | . | 15 | 1.2 | 0 | 1 | -13 | 1785 | 0
